Screening data from PubChem.
Apoferritin bind: binds horse apoferritin like a general anesthetic. P02791. apoferritin/1-aminoanthracene competitive binding, fluorescence. Potency, µM (highest dose often 77.5 µM), without a hit: at the top dose activity change, negative = displacement, usual class: inhibitors. 350,000 compounds, 0.074% hits. AID 485281; note: potency is the fitted concentration of half-maximal effect; % is set by controls: 0 for no effect and ±100 for the full control effect; nearly all actives have a fitted effect of over 20% in size
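In PBS, apoferritin at 10 uM is loaded with 1-AMA from a 50% saturated solution. After 10 min of compound exposure at ambient temperature, reduced 535 nm fluorescence indicates probe displacement.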
ERG-DNA inh: blocks human ERG Ets domain binding to DNA. fluorescence polarization, His-ERG Ets domain / labelled DNA. Potency, µM (series often up to 76.9 µM), without a hit: top-dose FP activity, negative = inhibition, hits mostly inhibitors. 370,000 compounds, 0.028% hits. AID 624246; active = well fitted inhibition curve with a large enough effect in the polarisation, with a control signal flat; inconclusive = small, poorly fitted or top-dose-only effect, or effect the other way, or a change in a side signal; inactive = no such curve, though single readings can be large or run the other way; the % refers to the polarisation;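 note: polarization taken with two DNA probes labelled with fluorescein and Texas red; potency is the fitted concentration of half-maximal effect; % of control where 0% means no effect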
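His-tagged ERG Ets domain (1 uM in the protein solution; 300mM KCl, 50mM Tris-HCl, 1mM EDTA, 1mM DTT, pH 7.5) received compound, then a probe mix of 5 nM fluorescein-DNA and 100nM Texas-615-DNA. Fluorescence polarization was read for both dyes.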
POLK inh: DNA polymerase kappa (human) inhibition; purified Pol kappa, fluorescent DNA synthesis assay, 10 min; Potency, µM (titrated, usually from 107 µM), for the others: top-dose activity, negative = inhibition, most hits filed as inhibitors; 400,000 compounds, 0.53% hits; note: potency is the fitted concentration of half-maximal effect; % is set by controls: 0 for no effect and ±100 for the full control effect
Target sequence (Q9UBT6 whole entry, looked up): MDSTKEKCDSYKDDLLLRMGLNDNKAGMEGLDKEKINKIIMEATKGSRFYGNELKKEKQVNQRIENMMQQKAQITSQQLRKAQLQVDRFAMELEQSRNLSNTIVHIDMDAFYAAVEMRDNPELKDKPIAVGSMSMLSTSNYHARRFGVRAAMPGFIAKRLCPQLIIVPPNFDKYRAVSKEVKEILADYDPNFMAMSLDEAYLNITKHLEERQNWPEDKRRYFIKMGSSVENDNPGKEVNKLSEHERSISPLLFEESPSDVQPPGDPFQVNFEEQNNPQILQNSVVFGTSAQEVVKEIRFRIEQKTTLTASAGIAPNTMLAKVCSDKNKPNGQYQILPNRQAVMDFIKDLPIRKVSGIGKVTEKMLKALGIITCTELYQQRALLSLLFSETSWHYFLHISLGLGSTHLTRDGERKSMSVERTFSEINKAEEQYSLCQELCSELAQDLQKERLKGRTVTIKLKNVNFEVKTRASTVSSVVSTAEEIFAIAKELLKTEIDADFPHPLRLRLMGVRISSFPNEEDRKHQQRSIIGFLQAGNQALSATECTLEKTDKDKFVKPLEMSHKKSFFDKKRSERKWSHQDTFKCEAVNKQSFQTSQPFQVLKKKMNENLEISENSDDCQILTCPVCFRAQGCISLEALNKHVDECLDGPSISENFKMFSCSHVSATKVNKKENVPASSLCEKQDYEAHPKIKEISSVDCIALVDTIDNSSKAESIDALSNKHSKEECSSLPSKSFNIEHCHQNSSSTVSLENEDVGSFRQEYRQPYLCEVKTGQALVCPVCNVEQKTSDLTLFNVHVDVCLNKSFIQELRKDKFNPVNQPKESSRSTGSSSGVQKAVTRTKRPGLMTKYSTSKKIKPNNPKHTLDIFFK
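Readout: fluorescence, taken kinetically at 0 and 10 min. Conditions: 10 nM Pol kappa, 15 min RT compound preincubation, 50 nM substrate final. Controls: enzyme-free buffer wells.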
RGS4 inh: blocks human RGS4-accelerated GTP hydrolysis | P49798 | Transcreener GDP fluorescence polarization, RGS4-accelerated GTP hydrolysis | Potency, µM (doses to about 114 µM), for the others: at the top dose activity change, negative = inhibition, actives largely listed as inhibitors | 390,000 compounds, 0.039% hits | AID 504845; note: potency is the fitted concentration of half-maximal effect; % is set by controls: 0 for no effect and ±100 for the full control effect; nearly all actives have a fitted effect of over 75% in size; some results filed as inactive show a strong effect at the top dose
Target sequence (P49798 whole entry, looked up): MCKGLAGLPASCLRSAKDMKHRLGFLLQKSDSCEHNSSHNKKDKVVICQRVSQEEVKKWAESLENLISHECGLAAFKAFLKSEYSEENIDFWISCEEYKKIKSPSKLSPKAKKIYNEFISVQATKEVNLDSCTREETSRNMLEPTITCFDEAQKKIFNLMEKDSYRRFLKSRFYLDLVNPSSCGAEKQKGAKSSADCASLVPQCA
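MLSMR compounds (23 nl, pin-transferred) preincubated 10 min at room temperature with a 500nM (2x) first reagent, then RGS4 at 900nM (2x) plus Transcreener GDP mix added; fluorescence polarization (620/688 nm) read before and after 90 min at 30 °C.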
APEX1 inh: APE1 (human) endonuclease inhibition. P27695. recombinant APE1, TAMRA/BHQ-2 abasic DNA cleavage fluorescence. Potency, µM (doses to about 65.8 µM), for inactives: at the highest dose activity change, negative = inhibition, hits mostly inhibitors. 350,000 compounds, 0.35% hits;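 note: potency is the fitted concentration of half-maximal effect; plate controls were vehicle for no effect and reference inhibitor for full effect; nearly all actives have a fitted effect of over 55% in size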
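APE1 at 0.75 nM preincubated 15 min at room temperature with compound. Reaction then started with 50 nM double-stranded THF-abasic substrate labelled with TAMRA/BHQ-2, and 525/598 nm fluorescence read kinetically. Activity taken as third-minus-first read difference, normalized to DMSO and NSC13755 controls.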
Pol eta inh: inhibitors of human DNA polymerase eta; recombinant Pol eta, fluorescent DNA replication assay; Potency, µM (titrated, usually from 114 µM), for inactives: at the top dose activity change, negative = inhibition, hits mostly inhibitors; 390,000 compounds, 1.2% hits; note: potency is the fitted concentration of half-maximal effect; % is set by controls: 0 for no effect and ±100 for the full control effect
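Fluorescent replication assay: 50 nM final substrate added after a 15 min room-temperature compound preincubation with 10 nM enzyme. Signal taken at 0 min and again at 10 min.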
LDHA inh: blocks human lactate dehydrogenase A. AID 1347041. activity change, % (values are at about 110 or 230 µM). purified LDHA, NADH/diaphorase-resazurin fluorescence; stronger effect = lower value. 480,000 compounds, 0.15% hits; in the data active = activity change below about -30%; inconclusive = mostly about -25% to -30%;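 note: plate controls were DMSO wells for no effect and wells without enzyme for full effect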
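Remaining NADH was detected by diaphorase (0.133 mg/mL) converting 37 µM resazurin to fluorescent resorufin, read at 0 and 20 minutes. The preceding 5-minute room-temperature reaction used 2 nM LDHA, 0.2 mM sodium pyruvate and 0.06 mM NADH at pH 7.4.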
Pol beta inh: blocks human DNA polymerase beta activity; P06746; Pol beta primer extension/strand displacement, fluorescence kinetic; Potency, µM (titrated, usually from 114 µM), for inactives: at the top dose activity change, negative = inhibition, actives largely listed as inhibitors; 340,000 compounds, 1.3% hits; note: potency is the fitted concentration of half-maximal effect; % is set by controls: 0 for no effect and ±100 for the full control effect
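Human Pol beta at 10 nM; strand-displacement substrate 50 nM final. Compound exposure 15 min at room temperature before start, reaction 10 min at room temperature.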
ALOX12 inh: inhibitors of human 12S-lipoxygenase ALOX12 | P18054 | purified 12hLO, xylenol orange hydroperoxide absorbance | Potency, µM (doses to about 108 µM), without a hit: at the highest dose activity change, negative = inhibition, hits mostly inhibitors | 580,000 compounds, 1.1% hits; note: potency is the fitted concentration of half-maximal effect; % is set by controls: 0 for no effect and ±100 for the full control effect
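Hydroperoxide product was detected by ferrous iron/xylenol orange as the 573 to 405 nm absorbance ratio. Arachidonic acid at 40 uM (final) was turned over for 30 min at room temperature by 150 nM human 12hLO, pH 7.0 Hepes buffer, after 15 min compound preincubation.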
Active calls of the source: *; ? = inconclusive; . = no result given; & = joins results of further samples; [ ] = remark or other dose. Unless noted, calls come from the whole dose curve; as a rule, active = well fitted curve in the direction sought with a large enough effect; inconclusive = small, poorly fitted or top-dose-only effect, or another doubt; inactive = no such curve, though single readings can be large; an effect the other way counts as inactive or inconclusive. Some of the compounds tested; count on the stated rates, not on these rows.

Each structure is followed by: Apoferritin bind, ERG-DNA inh, POLK inh, RGS4 inh, APEX1 inh, Pol eta inh, LDHA inh, Pol beta inh, ALOX12 inh
- Cc1ccc(Nc2ncnc3sc(C)c(C)c23)cc1C
  ?, -19.9%, -37.5%, -26.7%, 2.2%, -9.6%, -5.1, 0.7%, 449.0%[activator]
- CCOc1ccccc1NC(=O)CSc1nnc(-c2cnccn2)n1C
  -10.1%, 3.9%, 1.0%, 32.1%, 1.9%, 13.6%, 0.0, 30.6%, 0.0%
- O=C(NCCCN1CCOCC1)c1cccc(S(=O)(=O)Nc2ccccc2Cl)c1
  -5.8%, 12.7%, -19.4%, 1.4%, -1.4%, -13.2%, 1.0, 7.3%, 438.0%[activator]
- CCCc1cc(NCc2ccccn2)n2nc(C)c(-c3ccccc3)c2n1
  -9.1%, 4.9%, -5.4%, -3.0%, -8.1%, -25.4%, 1.2, -17.2%, -2.0%
- O=C1CSC(=Nc2ccccc2)N1
  -14.2%, 0.0%, -4.3%, -3.2%[11.4 µM], 4.2%, -10.5%, -7.6, 4.5%, 0.0%
- CCCCOc1ccc(/C=C/C(=O)OCC(=O)N2CC(=O)Nc3ccccc32)cc1OCC
  -7.3%, -3.5%, -14.2%, 18.7%, 4.6%, 2.2%, -5.8, 4.5%, -4.6%
- COc1cccc(CNC(=O)CCNC(=O)c2ccc(Br)o2)c1
  -2.8%, 4.7%, -3.5%, -35.8%[56.9 µM], 30.9%, -7.9%, 0.6, 19.1%, -0.4%
- COc1ccc(-c2cc(C(=O)N3CCN(C(c4ccccc4)c4ccccc4)CC3)no2)cc1
  -15.8%, -1.6%, -10.2%, 23.9%, -0.9%, 1.3%, -3.0, 4.3%, 9.1%
- O=C(Nc1cccc(-c2nc3cccnc3s2)c1)c1cccc(Br)c1
  -10.9%, -4.4%, 5.9%, 7.7%, ., -15.1%, 0.9, -3.9%, -14.3%
- COc1ccc(C(=O)Nc2ccc(C(=O)N3CCOCC3)cc2)cc1OC
  2.3%, -12.1%, -0.5%, -18.0%, 50.8%[activator], -16.3%, -3.1, -3.6%, 0.6%
- CCOCCCn1c(SCC(=O)Nc2cc(OC)ccc2OC)nc2ccccc2c1=O
  -2.3%, 4.7%, -7.0%, 11.4%, -2.7%, -7.7%, 1.5, 1.5%, 14.0%
- CC(=O)Nc1ccc(C(=O)N(C)C(C(=O)Nc2ccc(C)cc2)c2ccccn2)cc1 (centres undefined)
  0.0%, 0.1%, -2.9%, 12.9%, 9.3%, -22.9%, -3.2, 17.1%, -5.2%
- C[C@@H](C(=O)NCc1ccccc1)[C@@H]1C[C@@]1(C)[C@@H](NC(=O)OCc1ccccc1)c1ccccc1
  -9.6%&41.5%, -22.5%, 10.2%, -11.3%, 5.3%&-10.5%, -15.7%, -0.3, 4.1%, -1.3%
- COc1cccc2c1C(=O)c1c(O)c3c(c(O)c1C2=O)C[C@](O)(C(C)=O)C[C@H]3O[C@@H]1C[C@@H](N)[C@@H](O)[C@@H](C)O1
  ., ?, 35.5µM*, -28.4%, 21.2µM*, 39.8µM*, 1.7, ., 20.8%
- COc1ccc(/C=C2\CCC/C(=C\C=N\N(C)C)C2=O)cc1
  ?, 7.0%, -7.0%, -57.0%[56.9 µM], -7.6%, ?, -2.5, 1.2%, ?
- CCCN1C(=O)CC(=O)N=C1SCC(=O)Nc1ccccc1F
  ., 2.2%, -3.5%, 0.9%, 35.3%, -12.2%, -2.6, ., -23.6%
- O=C(COC(=O)CNC(=O)c1ccc([N+](=O)[O-])o1)Nc1ncc(Cl)cc1Cl
  ., -12.6%, -21.2%, -16.0%, -29.7%, ?, 7.2, ., -14.1%
- Cc1cc(OCC(=O)Nc2ccncc2)c(C)cc1Br
  -12.2%, -8.6%, -15.2%, 10.2%, -7.5%, -11.3%, 1.9, ?, 10.2%
- CCCCN(CC)S(=O)(=O)N1CCC(C(=O)NCCCN2CCOCC2)CC1
  -9.4%, -5.1%, 0.0%, 3.8%, -0.9%, -12.1%, -6.8, 27.1%, -5.6%
- CCCOc1ccc(/C(O)=C2/C(=O)C(=O)N(c3cc(C)on3)C2c2ccc(C(=O)OC)cc2)cc1 (centres undefined)
  -16.5%, -8.7%, -9.0%, -18.0%[11.4 µM], 2.1%, -16.7%, -3.0, 5.3%, 0.0%
- CC(N)=NCCCC[C@H](N)C(=O)O
  ., ., -10.2%[19.4 µM], -39.0%[56.9 µM], 22.5%, ., ., ., ?
- COc1ccccc1CC(=O)Nc1ccc([N+](=O)[O-])cc1O
  -15.5%, -2.7%, 0.0%, 0.8%, -5.6%, -0.4%, 22.0, 9.8%, -5.0%
- CCCC(=O)NCc1ccccc1Cl
  -10.5%, -11.4%, -4.3%, 17.0%, 1.3%, -6.7%, -7.6, 3.5%, -0.1%
- CCc1ccc(OCC(=O)OC(C)C(=O)Nc2ccc(Cl)cn2)cc1 (centres undefined)
  ., 1.0%, -10.5%, 14.1%, -5.2%, -13.4%, 1.1, ., ?
- Cc1cc(OCC(=O)Nc2ccc(CN3CCOCC3)cc2)c2c(C)c(C)c(=O)oc2c1
  -8.4%, -3.4%, -12.1%, 5.1%, -14.8%, -8.2%, -9.8, 2.3%, -2.2%
- COc1ccc(C)cc1S(=O)(=O)Nc1ccc(-n2c(C)nc3ccccc3c2=O)cc1
  ., -1.5%, -15.6%, 24.1%, 2.0%, -2.7%, -1.2, ., -8.6%
- Cc1cc(=O)n(C(C)c2ccccc2)n1C(C)c1ccccc1 (centres undefined)
  ., -5.9%, -8.8%, -22.6%, ., -19.9%, -11.5, ., -0.3%
- Cc1cc(C(=O)N/N=C/c2cccc(OC(=O)c3cccc(Br)c3)c2)n[nH]1
  -14.8%, -8.1%, -0.8%, 21.1%, 9.8%, 6.6%, -8.5, 0.5%, -1.6%
- CCCCn1c2nc3ccccc3nc2c2c(=N)oc(C)nc21
  144.0%[activator], ., -2.5%, -1.6%, 1.7%, 3.2%, 5.1, 3.9%, 1.7%[57.4 µM]
- COc1ccc(C(C(=O)Nc2ccc(C(C)C)cc2)N(Cc2ccco2)C(=O)CC2NC(=O)NC2=O)cc1 (centres undefined)
  -14.7%, -4.5%, -1.8%, -31.5%, ?, -29.4%, 1.0, 7.4%, ?
- O=C(Nc1ccc(N2CCN(C(=O)c3ccco3)CC2)cc1)c1cccs1
  -18.2%, 10.0%, -7.2%, -14.4%, -2.5%, -18.4%, -3.5, 2.6%, 0.0%
- COc1ccc(Cn2nnnc2C(c2ccccc2Cl)N2CCN(C3CCCC3)CC2)cc1 (centres undefined)
  -21.2%, -0.5%, -20.2%, -40.9%, 16.8%, ?, -11.8, 10.3%, 82.4%[activator]
- Cc1c(Cc2ccccc2)c(=O)oc2cc(O)ccc12
  137.8%[activator], -1.2%, -20.9%, 1.4%[11.4 µM], -0.3%, -0.7%, -4.1, -24.8%, 3.2%
- COc1ccc(CC(=O)N2CC3(C)CC2CC(C)(C)C3)cc1 (centres undefined)
  -5.7%, ., -1.8%, -24.9%, 0.2%, -9.9%, 1.9, 1.7%, 21.9%
- CCn1cc(C(=O)NCC(C)C)c(=O)c2cc(F)c(N3CCN(C(=O)c4ccco4)CC3)cc21
  4.6%, -0.7%, -15.6%, 10.7%, 49.2%[activator], -3.3%, 1.1, -26.2%, -25.8%
- COc1ccccc1NC(=O)c1sc2nc(C)c(C(=O)Nc3ccc(C)cc3C)c(-c3ccc(C)o3)c2c1N
  3.1%, -0.1%, 0.0%, 4.8%, ., -14.7%, -2.5, -10.0%, 4.2%
- CC(C)c1ccc(N2C(=O)CSC23C(=O)N2CCCc4cccc3c42)cc1 (centres undefined)
  -15.3%, 3.7%, -11.1%, -14.0%, 0.7%, -9.8%, 0.6, 33.7%, -28.2%
- Cc1ccc(S(=O)(=O)n2nccc2-c2c(-c3ccccc3)noc2C)cc1
  -3.5%, -1.1%, -15.6%, 7.8%, -2.4%, -2.2%, -6.6, 3.0%, 92.8%[activator]
- CC1(C)C2CC=C(/C=N/NC(=O)C3CC3)C1C2 (centres undefined)
  -7.8%, -4.1%, -12.1%, -7.9%, 2.0%, -15.2%, -2.7, 5.5%, 1.0%
- Cc1ccc(S(=O)(=O)Oc2ccccc2N2C(=O)C3CC=CCC3C2=O)cc1 (centres undefined)
  -22.1%, 4.7%, -4.6%, -2.8%, -1.2%, -22.6%, -0.7, 2.1%, 0.0%
- CCCCCCC1CC(/C(C)=N\NC(N)=O)OC1=O (centres undefined)
  72.7%[activator], ., -28.0%, -17.4%, 7.0%, -7.8%, -4.2, 2.9%, 11.2%
- COC(=O)c1sc2nc(C)c([N+](=O)[O-])c(C)c2c1N
  0.7%, -0.6%, -11.1%, 3.6%, 4.9%, -2.5%, 7.7, -1.6%, -10.3%
- CCOc1ccc(-c2cc(-c3nc(-c4cc(OC)c(OC)c(OC)c4)no3)[nH]n2)cc1Cl
  -14.2%, 5.4%, 4.5%, -5.3%, ., 2.7%, -2.4, -2.0%, ?
- CN1C(=O)C(CC(=O)NC2CCCCC2)N(C)C1=O (centres undefined)
  -6.1%, 18.0%, 0.8%, -23.5%, -0.1%, -3.1%, -7.6, -18.1%, 0.0%
- COc1cc(CCC(=O)Nc2cnc3ccccc3c2)cc(OC)c1OC
  21.9%, 1.8%, -8.4%, -13.0%, -16.3%, -25.3%, -4.2, -2.6%, 0.0%
- Cc1ccc(NCc2cccn2-c2nnc(N3CCC(C(=O)NC(C)C)CC3)s2)cc1
  -1.6%, -1.3%, -22.5%, 22.8%, ., ., 0.8, ?, -19.1%
